Assay outcomes as filed in PubChem BioAssay.
RXFP1 ag: qHTS Assay for Agonists of the Relaxin Receptor RXFP1. Relaxin receptor 1 (Homo sapiens), Q9HBX9. hit rate 0.3% among 370,000. Potency, µM (highest dose often 57.5 µM), without a hit: top-dose activation, usual class: activators. HEK293T-RXFP1 cAMP TR-FRET, 30 min; response scale: percent of porcine relaxin response, buffer zero; also: potency is read from the fitted curve at half-maximal effect; % is scaled to controls: 0 for no effect and ±100 for the full control effect; nearly all actives have a fitted effect of over 60% in size; many of its hits are not listed in these tables
Target sequence (Q9HBX9 whole entry, looked up): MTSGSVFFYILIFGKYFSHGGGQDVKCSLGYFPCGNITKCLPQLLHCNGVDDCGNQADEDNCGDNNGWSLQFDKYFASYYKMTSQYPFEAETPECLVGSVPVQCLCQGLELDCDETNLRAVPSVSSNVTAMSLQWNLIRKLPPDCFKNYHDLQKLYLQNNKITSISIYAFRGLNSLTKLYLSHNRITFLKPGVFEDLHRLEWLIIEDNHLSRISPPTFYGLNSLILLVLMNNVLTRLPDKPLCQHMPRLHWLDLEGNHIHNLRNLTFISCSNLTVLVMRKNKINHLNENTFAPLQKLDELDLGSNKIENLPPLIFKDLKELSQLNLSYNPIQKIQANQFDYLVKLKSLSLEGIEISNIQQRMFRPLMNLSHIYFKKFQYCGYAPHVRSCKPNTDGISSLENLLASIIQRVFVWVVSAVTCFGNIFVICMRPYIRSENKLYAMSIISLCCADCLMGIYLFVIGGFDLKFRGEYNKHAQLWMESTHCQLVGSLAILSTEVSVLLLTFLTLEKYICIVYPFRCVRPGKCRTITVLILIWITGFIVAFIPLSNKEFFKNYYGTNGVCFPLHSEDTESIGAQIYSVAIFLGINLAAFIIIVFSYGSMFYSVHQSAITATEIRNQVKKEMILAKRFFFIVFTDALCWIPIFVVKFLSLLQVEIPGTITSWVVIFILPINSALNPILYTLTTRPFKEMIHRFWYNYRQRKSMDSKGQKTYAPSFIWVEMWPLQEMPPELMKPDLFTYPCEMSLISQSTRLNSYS
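cAMP rise read by TR-FRET after 30 min, 37C compound exposure (up to 58 uM) in RXFP1-transfected HEK293 cells with Ro 20174 present. EC50 from Hill-equation fits, with 29 nM porcine relaxin as 100% and buffer as basal.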
LDHA block: qHTS assay for inhibitors of human lactate dehydrogenase | AID 1347041, 2019 | purified LDHA, NADH/diaphorase-resazurin fluorescence; stronger effect = lower value | activity change, % (values are at about 110 or 230 µM) | hit rate 0.15% among 480,000 | L-lactate dehydrogenase A chain (Homo sapiens), P00338; in the data active = activity change below about -30%; inconclusive = mostly about -25% to -30%;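 also: plate controls were DMSO wells for no effect and wells without enzyme for full effect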
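LDH5 2 nM; NADH 0.06 mM, pyruvate 0.2 mM; 200 mM Tris pH 7.4, EDTA, Tween-20; 5 min RT. Detection: diaphorase 0.133 mg/mL + resazurin 37 µM, fluorescence ex540/em590 at 0 and 20 min; normalized to enzyme-free and DMSO wells.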
IDH1 R132H inh: qHTS for Inhibitors of mutant isocitrate dehydrogenase 1 (IDH1): qHTS. Potency, µM (titrated, usually from 76.6 µM), inactives show top-dose activity change, negative = inhibition, most hits filed as inhibitors. hit rate 0.093% among 390,000. Isocitrate dehydrogenase [NADP] cytoplasmic (Homo sapiens), O75874. AID 602179, 2012. IDH1-R132H enzyme, NADPH consumption, diaphorase/resazurin fluorescence; also: potency is read from the fitted curve at half-maximal effect; % is scaled to controls: 0 for no effect and ±100 for the full control effect; nearly all actives have a fitted effect of over 65% in size
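IDH1-R132H (0.5 ug/mL) preincubated 30 min with compound, then NADPH (0.016 mM) and alpha-KG (2 mM) added; 80 min at RT, pH 7.5. Remaining NADPH coupled via diaphorase/resazurin to fluorescence (540/590 nm); concentration-response curves normalized to no-enzyme control.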
Glioma ERSR ind: qHTS for Inducers of the Endoplasmic Reticulum Stress Response (ERSR) in Human Glioma: qHTS; U87-MG GRP78 promoter luciferase reporter, 16 h; Potency, µM, for the others: at the highest dose activation, actives largely listed as activators; hit rate 0.02% among 420,000; AID 602332, 2012; also: potency is read from the fitted curve at half-maximal effect; series mostly up to about 76 µM; % of control where 0% means no effect; nearly all actives have a fitted effect of over 35% in size
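ERSR induction read as luciferase luminescence (Bright-Glo, 10 min at room temperature) in stably transfected human U87-MG glioma cells exposed to compounds for 16 h, using GRP78 as sensor.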
Vif-APOBEC3F blk: qHTS for Inhibitors of Vif-A3F Interactions: qHTS. HeLa A3F-eYFP + Vif (tagged APOBEC3F with the HIV-1 protein that degrades it), YFP fluorescence increase. Potency, µM (doses to about 46.1 µM), for inactives: at the top dose activity, negative = active. hit rate 0.2% among 390,000; also: potency is read from the fitted curve at half-maximal effect; % of control where 0% means no effect; nearly all actives have a fitted effect of over 65% in size
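Fluorescence increase (Ex 488/Em 500-530) after overnight compound treatment at 37 deg C flags inhibition of Vif-driven A3F-eYFP loss in stable HeLa A3F-eYFP/Vif cells seeded overnight beforehand.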
PI4K2A inh: qHTS for small molecular inhibitors of PI4K2A; Phosphatidylinositol 4-kinase type 2-alpha (Homo sapiens), Q9BTU6; hit rate 0.13% among 420,000; AID 1346378, 2018; purified PI4K2A, ADP-Glo luminescence, 1 h; stronger effect = lower value; activity change, negative = inhibition, % at 76.9 µM; in the data active = activity change below about -50%; inconclusive = mostly about -30% to -49%;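 also: -100% = wells without enzyme as full effect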
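ADP-Glo luminescence measured ADP generated by PI4K2A enzyme (4 ug/mL before mixing) with 1.2 mM PI substrate (pre-mix) and 300 microM ATP (pre-mix). Tris pH7.5 buffer with MgCl2, Triton X-100; 1 h reaction at ambient temperature.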
TrxR1 substrate: qHTS Assay for Substrates of Mammalian Selenoprotein Thioredoxin Reductase 1 (TrxR1): qHTS; Thioredoxin reductase 1, cytoplasmic (Rattus norvegicus), O89049; purified TrxR1 substrate turnover, NADPH consumption readout; Potency, µM (series often up to 114 µM), for inactives: at the highest dose activity change, negative = substrate turnover; hit rate 0.01% among 390,000; AID 588456, 2011; also: potency is read from the fitted curve at half-maximal effect; % is scaled to controls: 0 for no effect and ±100 for the full control effect; nearly all actives have a fitted effect of over 50% in size
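Rat TrxR1, dispensed at 90 nM, was prereduced with 400 uM NADPH (final) for 5 min at ~22 deg C, then incubated with compound 15 min before 400 uM selenite. A first-read NADPH fluorescence drop versus no-compound background flagged substrates.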
USP1-UAF1 inh: Inhibitors of USP1/UAF1: Primary Screen; Ubiquitin carboxyl-terminal hydrolase 1 (Homo sapiens), O94782; recombinant USP1/UAF1, Ub-Rhodamine cleavage fluorescence; Potency, µM (highest dose often 57.1 µM), without a hit: at the highest dose activity change, negative = inhibition, most hits filed as inhibitors; hit rate 0.23% among 390,000; AID 743255, 2014; also: potency is read from the fitted curve at half-maximal effect; % is scaled to controls: 0 for no effect and ±100 for the full control effect; nearly all actives have a fitted effect of over 60% in size; inactives centre near -12
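In this screen, compounds sit with the deubiquitinase complex (1nM) for 15 min at room temperature before Ub-Rho is added at 150nM final. Fluorescence rise is then followed for 6 reads every 60 seconds.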
Vif-A3G inh: qHTS for Inhibitors of Vif-A3G Interactions: qHTS | Potency, µM (series often up to 46.1 µM), inactives show top-dose activity, negative = active, usual class: inhibitors | AID 602310, 2012 | hit rate 0.076% among 410,000 | HeLa A3G-eYFP + Vif (tagged APOBEC3G with the HIV-1 protein that degrades it), YFP fluorescence, overnight | DNA dC->dU-editing enzyme APOBEC-3G (Homo sapiens), Q9HC16;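 also: potency is read from the fitted curve at half-maximal effect; % is scaled to controls: 0 for no effect and ±100 for the full control effect; nearly all actives have a fitted effect of over 60% in size; hits raise eYFP signal because A3G escapes Vif-driven loss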
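HeLa cells stably expressing Vif and C-terminally eYFP-tagged A3G, seeded overnight at 37 deg C, then exposed to compound by pintool overnight at 37 deg C. Rise in yellow fluorescence (Ex 488/Em 500-530, Acumen) marks blocked Vif-driven A3G degradation.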
The depositor's hits bear a star; ? = inconclusive; / = not tested or not shown; & = joins results of further samples; [ ] = another dose, or the depositor's remark. Unless noted, calls follow the shape of the dose curve; as a rule, active = well fitted curve in the direction sought with a large enough effect; inconclusive = small, poorly fitted or top-dose-only effect, or another doubt; inactive = no such curve, though single readings can be large; an effect the other way counts as inactive or inconclusive. An excerpt (hit frequency here may not be typical).

cpd	mol	RXFP1 ag	LDHA block	IDH1 R132H inh	Glioma ERSR ind	Vif-APOBEC3F blk	PI4K2A inh	TrxR1 substrate	USP1-UAF1 inh	Vif-A3G inh
1	CCOC(=O)c1c2c3c(c(Cl)ccc3[nH]c1=O)C(=O)c1ccccc1-2	15%	3	11%	0%	5%	8	-3%[57.1 µM]	-15%	-12%
2	COc1cc(-c2cc(C(=O)NCc3ccco3)c3ccccc3n2)cc(OC)c1OC	6.9%	0	-1%	-2%	14%	-1	6%[0.0914 µM]	-17%	-11%
3	COCCCNc1oc(-c2ccc(COc3ccccc3C)o2)nc1C#N	-2.0%	4	3%	-2%	3%	2	18%	-6%	-4%
4	COc1cccc(CNC(=O)c2oc3c(c2C)-c2nn(Cc4cccc(Cl)c4)cc2CC3)c1	0.0%	16	-9%	-4%	-6%	-5	-5%	-22%	3%
5	CC1=CC(=O)C(C(C)C)=C/C1=N\OC(=O)c1cccc2nc(C)oc12	2.3%	9	6%	0%	6%	1	-12%	-15%	0%
6	Cc1ccc(SCC(=O)N2CCc3ccccc32)cc1	3.8%	-9	1%	?	-20%	6	7%	-5%	-3%
7	CCO[C@H]1OC(C(=O)N2CCOCC2)=C[C@@H](C2CC2)[C@@H]1CCCO	1.1%	-2	11%	-4%	7%	-7	-1%[57.1 µM]	-13%	4%
8	CCNc1nc2c(c(=O)n(C)c(=O)n2C)n1CC(O)COc1ccccc1 (stereo not drawn)	12%	0	-2%	-3%	8%	4	1%	-7%	-1%
9	Cc1ccc(C(=O)c2oc3ccccc3c2NC(=O)c2cc(-c3cc(C)ccc3O)n[nH]2)cc1	3.5%	-8	-13%	-4%	-29%	-3	0%	-24%	-3%
10	CC(C)CCNC(=O)CCC(=O)N1Cc2ccccc2Oc2ncccc21	-2.3%	-3	0%	-2%	-5%	-1	-5%	5%	-2%
11	O=C(Nc1ccc2oc(-c3ccncc3)nc2c1)c1ccc(F)cc1	23%	-2	1%	-3%	1%	1	10%	-15%	1%
12	CCOCCCNC(=O)Cc1ccc(Br)cc1	0.1%	-1	7%	-4%	-11%	5	-9%	-11%	0%
13	C=C1CC2C3CC[C@@]4(OCOC45COCO5)[C@@]3(C)C(O)CC2[C@@]2(C)CCC(=O)C=C12 (stereo partly drawn)	0.8%	3	-18%	-5%	-11%	-4	11%[0.457 µM]	-15%	-25%
14	CC(C)(C)C1CCC(=NNC(=S)Nc2cccnc2)CC1 (stereo not drawn)	0.3%	0	13%	-3%	?	-2	-11%	-15%	-1%
15	COc1ccnc(Oc2ccccc2)c1C(N)=O	0.6%	-2	8%	-1%	9%	-2	-7%[57.1 µM]	2%	0%
16	CC(=O)N(C)c1ccc(OCC(O)CN(Cc2ccco2)S(=O)(=O)c2ccc(C)cc2)cc1 (stereo not drawn)	-0.3%	-9	4%	2%	-8%	5	-3%	-15%	1%
17	O=C(Nc1ccccc1N1CCCC1)C1CCN(S(=O)(=O)c2cccc(C(F)(F)F)c2)CC1	-0.1%	13	0%	-1%	0%	1	1%[57.1 µM]	-10%	-1%
18	Cc1cc2n(n1)C(c1ccc(O)cc1)Nc1ccccc1-2 (stereo not drawn)	1.7%	-2	7%	3%	0%	-6	6%	-9%	2%
19	CCn1c(=O)cc(SCC(=O)Nc2ccc3c(c2)OCO3)c2ccccc21	4.8%	-4	11%	1%	-12%	-4	5%	-7%	-1%
20	Cc1ccc(CNC(=O)c2ccc(CSCc3ccccc3Cl)o2)cc1	0.5%	-1	-3%	-1%	0%	0	2%[57.1 µM]	11%	2%

(next part)
Each structure is followed by: RXFP1 ag, LDHA block, IDH1 R132H inh, Glioma ERSR ind, Vif-APOBEC3F blk, PI4K2A inh, TrxR1 substrate, USP1-UAF1 inh, Vif-A3G inh
(21) CC1=C(C(=O)N2CCCCCC2)CC(CC(=O)NCC2CCCCC2)C(=O)N1Cc1ccccc1 (stereo not drawn)
→ /, -2, /, -4%, /, 1, /, /, -2%
(22) CC(C)NCC(O)c1cc(O)cc(O)c1 (stereo not drawn)
→ 0.9%, -1, -7%, -3%&-2%&-3%, -2%, 5&-1&1, 44%[activator][57.1 µM], -23%, 1%
(23) CN(CC(=O)Nc1ccccc1Cl)CC(=O)N(C)c1c(N)n(Cc2ccccc2)c(=O)[nH]c1=O
→ /, -12, 5%, -3%, -16%, -9, 11%[57.1 µM], -5%, 4%
(24) O=C(CSc1nc2ccccc2c(=O)[nH]1)N1CCCCC1
→ -1.6%, -8&-17, -11%, 6%, -4%, -1, -1%, -24%, 2%
(25) CC(OC(=O)CN1C(=O)NC2(CCCC2)C1=O)C(=O)c1ccccc1 (stereo not drawn)
→ -0.1%, 1, 4%, -5%, -10%, -7, 4%, -11%, 0%
(26) CN(C)c1ccc(NC(=O)c2ccc([N+](=O)[O-])cc2Cl)cc1
→ -0.2%, -4, -4%, -1%, -2%, -1, 4%[57.1 µM], 5%, 2%
(27) CC(NC(=O)CCl)c1ccc(Cl)c(Cl)c1 (stereo not drawn)
→ -0.1%, -5, 11%, -14%, -20%, 7, -3%, -6%, -25%
(28) CCOC(=O)c1ccc2nc(C)c(CCC(C)=O)c(Cl)c2c1
→ 4.4%, 1, 3%, 7%, 4%, 6, 29%, -18%, -4%
(29) CCCCCCCOc1ccc(CC(=O)NO)cc1
→ /, 3, /, -1%, /, /, -6%, /, 0%
(30) COc1ccc(N2CC(C(=O)NCc3n[nH]c(=O)c4ccccc34)CC2=O)cc1 (stereo not drawn)
→ 4.9%, -2, 0%, -5%, 1%, -1, 2%, -13%, -5%
(31) CC(C)(C)NC(=O)NC(=O)CN1CCC(Cc2ccccc2)CC1
→ 4.7%, -5, 4%, -1%, 5%, 0, -1%, 5%, 2%
(32) CC(C)(C)SCCSC1=CC(=O)CC(c2ccccc2)C1 (stereo not drawn)
→ -3.4%, -3, 0%, 2%, 18%, 9, 6%[57.1 µM], -11%, 2%
(33) CCOc1ccc2c(c1)c(=O)c(S(=O)(=O)c1ccc(F)cc1)cn2CC(=O)Nc1ccccc1C
→ 4.2%, -5, -14%, -1%, -13%, -4, 0%, ?, -2%
(34) Cc1ccc(F)c(NC(=O)CCc2ccccc2)c1
→ 1.5%, 0, 8%, 3%, 1%, -4, 5%[57.1 µM], -8%, 3%
(35) O=C(CN(Cc1ccccc1Cl)C(=O)c1csnn1)NCCc1ccccc1
→ 3.2%, -4, -7%, -5%, 6%, 2, 8%[57.1 µM], -4%, 2%
(36) O=C(c1c[nH]c(C(=O)C(Cl)(Cl)Cl)c1)c1c(F)cccc1F
→ 2.9%, 5, ?, -7%, 0%, 0, -3%, -25%, -5%
(37) NC(=O)c1ccc(NC(=O)CSC(=O)c2ccccc2)cc1
→ /, -2, 12%, -2%, 0%, 18, -3%, -22%, 1%
(38) COc1ccc(NS(=O)(=O)c2cc(C(=O)N3CCN(C/C=C/c4ccccc4)CC3)ccc2C)cc1
→ 0.2%, -6, -2%, -4%, 2%, 1, -10%, -7%, -3%
(39) COc1ccc(NS(=O)(=O)c2cc(NC(=O)c3cccs3)ccc2N2CCCC2)cc1
→ 1.6%, 1, 5%, 0%, 7%, 1, 1%, -13%, -17%
(40) CCc1ccccc1NC(=O)Cn1c(=O)nc(-c2ccccc2)c2ccccc21
→ 1.8%, -6, -13%, -3%, 1%, -1, -3%[57.1 µM], ?, 13%
(41) O=C(Cn1cnc2scc(-c3ccccc3)c2c1=O)N1CCOCC1
→ 1.8%, -3, 0%, -5%, 2%, 13, -1%, 0%, 0%
